ELG1 repair inh: blocks ELG1-dependent DNA repair in HEK293T cells; hit rate 2.3% among 330,000; HEK293T ELG1-luciferase reporter, luminescence, 16 h; DNA damage induced by 5-fluorouridine; Potency, µM (top dose mostly 46.1 µM), for the others: at the top dose activity change, negative = inhibition, hits mostly inhibitors; AID 504467; also: potency is read from the fitted curve at half-maximal effect; % is scaled to controls: 0 for no effect and ±100 for the full control effect; nearly all actives have a fitted effect of over 55% in size
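Reporter activity after DNA damage by 5-fluorouridine is monitored. Compound-treated cells incubate 16 hr at 37 °C, then ONE-Glo is added for 30 min before luminescence reading.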
Mito fusion yeast: inhibitors of mitochondrial division or activators of mitochondrial fusion; hit rate 0.23% among 320,000; S. cerevisiae fusion-defective mutant growth rescue, CellTiterGlo 48 h; AID 485298; Potency, µM (doses to about 46.1 µM), inactives show top-dose growth rescue (activation), hits mostly activators;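 also: potency is read from the fitted curve at half-maximal effect; % of control where 0% means no effect; nearly all actives have a fitted effect of over 45% in size; temperature-sensitive fusion mutants such as fzo1-1 at 37 °C on non-fermentable ethanol glycerol medium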
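Luminescent cell viability in 1536-well qHTS format served as the measure of rescued growth in ts fusion-mutant S. cerevisiae cultured on non-fermentable YPEG for 48 hours at 37C.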
TRPV1 ag: activates the human vanilloid receptor TRPV1; Q8NER1; TRPV1-expressing cells, Fluo-8 calcium influx, agonist mode; activation, % at 8.33 µM; AID 540275; hit rate 0.19% among 320,000; in the data active = activation above about 80%; inconclusive = between about 30% and that limit; also: 0% is about no effect
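TRPV1-expressing cells were cultured overnight at 35.5C and loaded with Fluo-8 calcium dye for 40 to 90 min at room temperature. After a 10 s baseline, compound was added and calcium influx was read kinetically for 3 min (ex 480/em 520 nm).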
hERG WT inh: inhibitors of human wildtype KCNH2 potassium channel. activity change, % at 1.84 µM. hit rate 0.37% among 340,000. AID 720551. Q12809. U2OS, BacMam KCNH2, thallium flux FluxOr; hits give low values;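 active = maximum activity change below -70%; inconclusive = maximum activity change between -70% and -50%; inactive = maximum activity change above -50%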; also: % is scaled to controls: 0 for no effect and ±100 for the full control effect
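U2OS cells were transduced with wild-type KCNH2 virus (2.03 x 10^8 / mL) for 4 h at room temperature, then cultured overnight at 37 C. Thallium flux was read with FluxOr dye. Rate constants were normalized to DMSO controls.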
KCNH2 3.1 block: blocks the human KCNH2 3.1 channel isoform | U2OS KCNH2 3.1, thallium flux FluxOr; hits give low values | activity change, % (tested at about 1.8 µM) | hit rate 0.95% among 340,000;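 active = maximum activity change below -70%; inconclusive = maximum activity change from -70% to -50%; inactive = maximum activity change above -50%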;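 also: thallium influx rate constant from kinetic fluorescence after stimulation buffer; % is scaled to controls: 0 for no effect and ±100 for the full control effect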
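U2OS cells transduced with KCNH2 3.1 mutant virus (1.77 x 10^8 /mL, 4 h), plated overnight at 37 C, loaded 45 min with FluxOr dye plus Red40 quencher. Thallium flux rate constant from kinetic reads after stimulation buffer, normalised to controls.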
TCR act: T cell receptor activation; primary human leukocytes, anti-CD3, IL-2 HTRF, 48 h; Potency, µM (series often up to 9.22 µM), for the others: at the highest dose activation of IL-2 secretion, usual class: activators; 330,000 tested, under 10 active; also: % of control where 0% means no effect
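IL-2 release read by HTRF sandwich (Eu cryptate donor, d2 acceptor, 665 nm emission) after 48 hr exposure of primary human leukocytes to compound together with anti-CD3 beads in the absence of co-stimulatory signals.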
TSHR antagonist: human thyrotropin receptor antagonism | TSHR-expressing cells, TSH-stimulated cAMP HTRF, 2 h; hits give low values | activity change, negative = inhibition, % at 11.5 µM | hit rate 0.2% among 330,000 | AID 504810;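 active = activity change below a set negative limit, meaning inhibition stronger than a set level, cut at about -70% in these data; inconclusive = activity change between two set negative limits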; also: % is scaled to controls: 0 for no effect and ±100 for the full control effect
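Read-out is FRET at 665 nm (cryptate excitation 337 nm) from a cryptate-tagged anti-cAMP antibody, competed by cell cAMP against cAMP-d2. Compounds are tested on freshly harvested TSHR cells challenged with 4nM TSH (EC80) for 2 hours at 37 deg C.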
USP2a block: USP2a (human) protease inhibition; O75604; USP2 core, Ub-CHOP2 coupled fluorogenic reporter, 485/531; Potency, µM (highest dose often 38.3 µM), inactives show at the highest dose activity change, negative = inhibition, most hits filed as inhibitors; hit rate 0.01% among 330,000; AID 463254;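 also: potency is read from the fitted curve at half-maximal effect; plate controls were DMSO wells for no effect and full inhibition by NEM control for full effect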
Target sequence (O75604 whole entry, looked up): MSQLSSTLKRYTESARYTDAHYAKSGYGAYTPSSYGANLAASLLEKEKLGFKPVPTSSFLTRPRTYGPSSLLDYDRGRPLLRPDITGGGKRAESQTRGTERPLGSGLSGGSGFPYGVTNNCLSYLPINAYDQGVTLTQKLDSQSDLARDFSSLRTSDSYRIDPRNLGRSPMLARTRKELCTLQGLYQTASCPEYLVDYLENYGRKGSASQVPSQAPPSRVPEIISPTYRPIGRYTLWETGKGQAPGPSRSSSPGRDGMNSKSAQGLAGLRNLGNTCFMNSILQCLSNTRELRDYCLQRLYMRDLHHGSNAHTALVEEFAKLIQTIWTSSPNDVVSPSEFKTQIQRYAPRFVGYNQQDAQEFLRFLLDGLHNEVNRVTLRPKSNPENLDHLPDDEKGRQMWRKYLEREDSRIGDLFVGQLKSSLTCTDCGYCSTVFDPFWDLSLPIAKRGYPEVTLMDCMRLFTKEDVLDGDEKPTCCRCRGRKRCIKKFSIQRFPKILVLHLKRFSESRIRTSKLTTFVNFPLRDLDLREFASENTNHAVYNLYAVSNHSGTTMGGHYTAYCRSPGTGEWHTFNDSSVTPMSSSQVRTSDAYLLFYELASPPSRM
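Deubiquitinase activity read as fluorescence (485/531 nm) after Ub-CHOP2 cleavage activates the enterokinase reporter on its substrate; USP2 core 10nM, Ub-CHOP2 and substrate 25nM each, 30min compound preincubation then 60min RT; data normalized to NEM, curves fitted.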
A-T KAP1 phos: potential ataxia-telangiectasia treatments restoring KAP-1 phosphorylation; hit rate 0.19% among 320,000; AID 485349; Potency, µM (doses to about 57.5 µM), for the others: at the top dose activation, hits mostly activators; […] A-T fibroblasts, KAP-1 phosphorylation AlphaLISA; neocarzinostatin DNA damage 30 min before lysis; also: potency is read from the fitted curve at half-maximal effect; % of control where 0% means no effect; nearly all actives have a fitted effect of over 45% in size
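hTERT-immortalized A-T patient fibroblasts ([…]), 500 cells/well in OPTI-MEM, 1% FBS, got compounds for 60 min, then NCS for 30 min at 37C. Lysates were then assayed for phospho-KAP-1 by AlphaLISA (anti-pKAP1 donor, anti-KAP1 acceptor beads), 6 hr at 25C.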
Eya2 phos inh: Eya2 (human) phosphatase inhibition; hit rate 0.006% among 330,000; recombinant Eya2, OMFP fluorescence dephosphorylation (OMFP is methylfluorescein phosphate); O00167; Potency, µM (doses to about 76.9 µM), inactives show top-dose activity, negative = inhibition, actives largely listed as inhibitors; also: potency is read from the fitted curve at half-maximal effect; % is scaled to controls: 0 for no effect and ±100 for the full control effect
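Eya2 protein (added as 0.2 uM solution) was preincubated with compound for 10 min at ambient temperature in 50 mM HEPES pH 7.5, 50 mM NaCl, 5 uM MgCl2, 0.05% BSA, 1 mM DTT. OMFP (added at 50 uM) then reacted 10 min; fluorescence read at 485/525 nm.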
The depositor's hits bear a star; u = inconclusive; x = no result given; [ ] = another dose, or the depositor's remark. Unless noted, calls follow the shape of the dose curve; as a rule, active = well fitted curve in the direction sought with a large enough effect; inconclusive = small, poorly fitted or top-dose-only effect, or another doubt; inactive = no such curve, though single readings can be large; an effect the other way counts as inactive or inconclusive. A portion of the library, so the mix of outcomes need not match the whole.

molecule	ELG1 repair inh	Mito fusion yeast	TRPV1 ag	hERG WT inh	KCNH2 3.1 block	TCR act	TSHR antagonist	USP2a block	A-T KAP1 phos	Eya2 phos inh
O=C(COC(=O)c1cccc([N+](=O)[O-])c1)NCc1ccc2c(c1)OCO2	2%	-1%	2	-1	27	-1%[46.1 µM]	2	1%	0%	-9%
COc1cccc(NC(=O)N2CCCC2C(=O)NCc2ccccc2)c1 (configuration not stated)	5%	14%	-5	-4	7	-5%	u	0%	2%	-4%
CC(=O)c1cccc(OCC(=O)N(C)CC(=O)NCc2ccco2)c1	u	x	x	-2	1	7%	8	10%	-2%	-13%
COc1ccc(N2CCN(C(=O)CCCn3c(=O)c4cccn4c4cccnc43)CC2)cc1	u	-1%	0	15	10	1%	-10	-1%	3%	-26%
CC1(C)CC(=O)C2=C(C1)OC(/N=C/N1CCCC1)=C(C#N)C2c1ccccc1 (configuration not stated)	-6%	-2%	11	-3	5	-5%	2	1%	-3%	-17%
CCOc1cc(C(=O)Nc2cccc(C(C)=O)c2)ccc1OCC(=O)N1CCCCC1	-6%	-4%	-3	5	4	0%	-9	1%	-11%	2%
Cc1ccc2oc(=O)cc(/C=C/c3ccccc3)c2c1	u	21%	23	7	-2	1%[46.1 µM]	-5	1%	4%	-5%
CCCCn1c(N)c(N(CCOC)C(=O)c2ccc(S(=O)(=O)N3CCCCCC3)cc2)c(=O)[nH]c1=O	17%	-15%	2	-4	-5	1%	-4	2%	4%	-32%
CCn1c(=O)c([N+](=O)[O-])c(NCCc2ccccc2)c2ccccc21	-23%	1%	-3	-4	-18	-54%	-7	0%	-11%	-4%
CC(C)c1nc(SCC(=O)N2CCCC2)c2ccccc2n1	-7%	4%	11	-4	5	-3%	6	1%	18%	-2%
Cc1ccc(-n2c(SCC(=O)Nc3ncc(Cl)cc3Cl)nc3ccccc32)cc1	u	16µM*	-4	1	-25	11%[46.1 µM]	9	-15%	11%	-6%
C/C(=N\NC(=O)c1c(-c2ccccc2Cl)noc1C)c1cccc(NC(=O)C(C)C)c1	u	-3%	-2	8	1	-5%[46.1 µM]	11	3%	-8%	-1%
CC(C)=N/N=c1\scc(C)n1Cc1ccco1	-4%	1%	1	11	9	-16%	0	-6%	-5%	u
O=C(NC1c2ccccc2-c2ccccc21)c1ccco1	-18%	4%	2	-6	2	1%	-7	-1%	1%	-16%
Cc1ccc(-c2c[n+](CC(=O)Nc3nc(-c4ccc(F)cc4)cs3)c3n2CCC3)cc1	5%	-11%	0	-4	-7	-1%[46.1 µM]	4	-3%	-3%	-19%
O=C1Cc2cc(S(=O)(=O)NCc3ccc(F)cc3)ccc2N1	14%	x	x	-3	7	2%	19	-2%	2%	-11%
COc1ccc(N2CCN(C(=O)CNC(=O)Cc3ccc(Cl)cc3)CC2)cc1	-18%	3%	2	4	-3	8%	-2	3%	7%	5%
COc1ccc(-c2coc3cc4oc(=O)c(CC(=O)O)c(C)c4cc23)cc1	27%	4%	-3	-1	-7	0%	-10	0%	-4%	-2%
Cc1ccccc1CS(=O)(=O)Cc1ccc(C(=O)NCCc2ccccc2)o1	-26%	3%	24	6	-71*	11%	-1	3%	3%	0%
CCOC(=O)c1ccccc1NS(=O)(=O)c1c(C)nc2sccn2c1=O	22%	4%	3	-11	0	5%	3	1%	0%	-1%
CCOC(=O)c1[nH]c(C)c(C(=O)NCc2ccc(OC)cc2)c1C	-9%	0%	5	-4	-4	-6%	16	3%	-2%	-7%
CS(=O)(=O)c1ccc(Cl)c(NC(=O)COC(=O)COc2ccc3c(c2)CCC3)c1	-5%	1%	-9	0	-5	2%	10	2%	-1%	11%
Cc1nc2ccc(NC(=O)N3CCCCC3)cc2nc1C	u	-1%	20	12	5	-1%[46.1 µM]	-6	1%	1%	-5%
CC1CCN(c2oc(-c3cccc4ccccc34)nc2C#N)CC1	u	2%	u	5	16	-1%[46.1 µM]	-6	0%	5%	4%
CCC(C)[C@H](NC(=O)C1CCN(C(=O)[C@H](Cc2ccccc2)NS(=O)(=O)c2ccc(C)cc2)CC1)C(=O)O (some centres not stated)	-6%	3%	3	-2	8	3%	-2	4%	0%	9%
O=C(NC(=O)c1ccccc1N1CCCCC1)Nc1ccc(Br)cc1	u	-2%	0	5	15	1%	-5	0%	6%	u
Cc1ccc(S(=O)(=O)Cc2ccc(C(=O)NCc3ccc4c(c3)OCO4)o2)cc1	u	6%	-1	1	27	3%	-21	4%	x	-12%
CC(C)(C)c1ccccc1NC(=O)c1cc(-c2ccncc2)nc2ccccc12	16µM*	x	x	2	-9	3%	34	-6%	20%	-10%
O=S(=O)(Nc1ccc2cn[nH]c2c1)c1ccc(Cl)s1	-16%	3%	2	-8	11	-15%	4	0%	-5%	7%
CCC(C)Sc1cccc(-c2nc3ccc(C)cn3c2NC2CCCCC2)c1 (configuration not stated)	u	5%	u	-6	-25	4%	-23	2%	25µM*	1%
CCOC(=O)c1ccc(NS(=O)(=O)N2CCCCCC2)cc1	u	11%	3	-16	4	-8%	12	1%	2%	6%
CCOC(=O)c1c(C)n(C)c2ccc(OC)c(NC(=O)CN3CCCCC3)c12	-16%	3%	4	-5	1	2%	-2	1%	-2%	-8%
Cc1cccc(NC(=O)CSc2nnc(-c3ccco3)o2)c1C	9%	2%	0	-2	5	0%	4	2%	1%	1%
O=C(CSc1ccccc1)NCC1(N2CCOCC2)CCCCC1	u	-3%	11	-2	-36	2%	12	1%	-6%	9%
O=C1CCCN1CCCNC(=S)Nc1ccc(F)c(Cl)c1	15%	-3%	-2	1	19	-2%	13	2%	6%	4%
Cc1cc(NS(=O)(=O)c2ccc(NC(=O)c3cc4cc(Br)ccc4oc3=O)cc2)no1	-10%	0%	5	3	-9	-2%	-11	2%	-1%	7%
CCOC(=O)c1cc2c(ccn2C)n1Cc1ccc(C#N)cc1	-9%	u	0	x	13	-2%	-3	3%	0%	3%
CCc1nnc2sc(-c3ccc(NC(=O)c4ccco4)cc3)nn12	5%	4%	-3	-1	-13	0%	2	4%	-13%	12%
Nc1nc2n(n1)C(c1ccc(F)cc1)CC(c1ccc(F)cc1)N2 (configuration not stated)	2%	5%	-4	17	-15	0%	-10	3%	7%	10%
C=C1CCN([C@H](C(=O)NCc2ccccc2)C(C)C)S(=O)(=O)c2ccccc21	1%	-2%	10	4	-21	4%	2	1%	-16%	-10%
NC(=O)c1ccc(NC(=O)COC(=O)c2cccc(Oc3ccccc3)c2)cc1	5%	1%	2	-9	17	-15%[46.1 µM]	14	6%	0%	-9%
CCCCC(CC)CNC(=O)CC1Nc2c3ccccc3nc(=S)n2C1=O (configuration not stated)	5%	-2%	-2	5	-12	5%	16	2%	-1%	-3%
COc1ccccc1-n1cnc2cc(NCc3ccccn3)ccc21	u	-3%	0	7	-6	-8%	7	3%	5%	0%
Cc1c(Cl)cccc1NC(=O)COC(=O)CCc1nc2ccccc2n1-c1ccccc1	-17%	2%	4	-13	-20	4%[46.1 µM]	-3	3%	1%	-23%
CN(C)CCCN(C(=O)c1ccc(S(=O)(=O)N2CCCCCC2)cc1)c1nc2c(F)cc(F)cc2s1	u	-12%	-1	9	6	-1%	9	-1%	-13%	-10%
O=C(N(Cc1ccccc1)c1ccccn1)C12CC3CC(CC(C3)C1)C2	-14%	21%	u	1	-3	6%	-4	1%	2%	14%
